Compound activity: PubChem BioAssay, several laboratories
Myeloid diff MLP – promotes myeloid progenitor differentiation; ER-HoxA9 myeloid progenitors, lysozyme-GFP differentiation, flow cytometry; calls only at 10 µM; 360,000 tested, 1% active; AID 624256;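 active = normalized GFP-positive differentiation at or above the plate's own cutoff, the solvent-only control mean plus 3 SD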;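 note: cells exposed to compound for four days before flow analysis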
TNAP activators – stimulation of alkaline phosphatase TNAP activity – biochemical, luminescent, no phosphate acceptor, uHTS, primary screen (AID 1001). purified TNAP, luminescent activation assay, no phosphate acceptor; higher activation fold means a stronger effect. activation fold at 20 µM, or EC50 in µM where a hit was titrated. 200,000 tested, 0.03% active; in the data active = activation fold from about 3, or a potency from the dose series; inactive = the rest, 99 in 100 with activation fold below about 1.6; note: many of its hits are not listed in these tables
PhoP inhibition – inhibitors of PhoP regulon expression, primary screen, Salmonella Typhimurium, GFP reporter (AID 1863). S. Typhimurium PhoP-regulated promoter GFP reporter, 4 h; higher % means a stronger effect. inhibition, % at 50 µM, or IC50 in µM where a hit was titrated. 300,000 tested, 0.16% active;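 active = inhibition over 29.93%, a cutoff 3 SD above the screen mean, later confirmed by dose response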;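 note: 0% = low Mg2+ inducing control and 100% = high Mg2+ repressing control; strong numbers were not always called active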
T cell modulator – T cell immune modulation candidate; 2C CD8+ T cell-vesicle binding, flow cytometry; stronger effect = lower value; 330,000 tested, 0.068% active; calls only at 7 µM;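 active = response, share of CD8 T cells binding vesicles, and their 90th percentile fluorescence all below set limits, cut at about 80% in these data, passing the limit was not always enough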
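incubation = binding step 1.5 h, 37 °C, antibody labelling 20 min, ice | test system = 2C mouse CD8+ T cells | read-out basis = percent CD8+ FL2 mean versus row control | controls = Peptide-free naked vesicles (low) and QL9 vesicles with 0.7% DMSO vehicle (high) | detection = flow cytometry of vesicle-bound cells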
NTR1 agonist – agonists of NTR1, primary screen, imaging, U2OS cells, beta-arrestin-GFP, high content (AID 493036); NTR1-U2OS beta-arrestin-GFP spot imaging, agonist mode; activation, % at 20 µM; 330,000 tested, 0.17% active;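 active = activation at or above 40% of the spot to cytoplasm intensity ratio, with at least 20 cells analyzed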;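 note: 0% = DMSO without peptide and 100% = 100 nM NTR1 peptide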
Target sequence (P30989 whole entry, looked up): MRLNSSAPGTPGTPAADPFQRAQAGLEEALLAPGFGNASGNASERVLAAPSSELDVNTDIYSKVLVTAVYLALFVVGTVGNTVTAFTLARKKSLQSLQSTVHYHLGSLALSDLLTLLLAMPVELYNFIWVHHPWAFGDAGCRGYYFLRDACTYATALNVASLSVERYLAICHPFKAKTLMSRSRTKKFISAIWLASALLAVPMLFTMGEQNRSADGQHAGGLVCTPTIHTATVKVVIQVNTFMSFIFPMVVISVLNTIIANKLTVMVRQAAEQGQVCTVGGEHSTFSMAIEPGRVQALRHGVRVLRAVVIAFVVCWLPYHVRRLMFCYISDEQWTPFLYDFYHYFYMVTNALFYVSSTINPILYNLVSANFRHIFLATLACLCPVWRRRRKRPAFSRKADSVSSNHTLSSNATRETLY
UTI89 phage lysis – protection from phage-mediated lysis, alamar blue read-out – E. coli UTI89, K1F phage, bacterial capsule biogenesis inhibitors (AID 488966). E. coli UTI89 K1F phage lysis, alamar blue, 2 h; higher % means a stronger effect. 340,000 tested, 0.02% active. inhibition, % at 100 µM, or IC50 in µM where a hit was titrated;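 active = phage lysis inhibition, versus mean bacterial control, above a set limit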;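 note: capsule biogenesis inhibitors block K1F phage lysis so surviving cells raise fluorescence; higher fluorescence means more inhibition of phage lysis; actives were called in the ten point dose series up to 300 µM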
RSV antiviral HEp-2 – inhibition of RSV-induced cytopathic effect – HEp-2 cells, primary 10 µM value included (AID 2391). HEp-2 cells, RSV-induced CPE inhibition; higher % means a stronger effect. 310,000 tested, 0.13% active. one-dose CPE inhibition, % at 10 µM; IC50 in µM for titrated hits; in the data active = a potency from the dose series; note: strong numbers were not always called active
Large T inhibition – SV40 large T antigen inhibitors, biochemical (AID 1903) | 310,000 tested, 0.39% active | SV40 large T antigen ATPase/helicase inhibition assay; higher % means a stronger effect | inhibition, % at 20 µM, or IC50 in µM where a hit was titrated; in the data active = a potency from the dose series; note: strong numbers were not always called active
MgcRacGAP inhibition – MgcRacGAP GTPase-activating activity inhibitors, confirmation, biochemical, ADP Hunter fluorescence; MgcRacGAP-stimulated Rac1 GTP hydrolysis, ADP Hunter fluorescence; higher % means a stronger effect; GST-tagged Rac1 F28L mutant substrate; 340,000 tested, 0.6% active; AID 624330; inhibition, % at 30 µM, or IC50 in µM where a hit was titrated;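 active = first-screen hits whose inhibition reached a set limit at any dose in the follow-up dose series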;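 note: fluorescence reports GDP produced by GAP-driven GTP hydrolysis; strong numbers were not always called active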
T cell modulator vesicle-bound % – second read-out of T cell modulator, no call of its own (marks repeat the call); double positive events, %; measured here: CD8+ vesicle-bound cell fraction;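 binding gate set so that unloaded-vesicle control wells show 10% double positive cells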
NTR1 agonist cell count 20 µM – second read-out of NTR1 agonist, no call of its own (marks repeat the call); cell count; measured here: cell count, cytotoxicity flag
Myeloid diff MLP GFP+ MAC1+ % – recorded beside Myeloid diff MLP, whose call it bears; GFP+ MAC1+ double positive, %; measured here: differentiation confirmed by MAC1 staining
* marks the source's active call; other numbers are inactive results; i = inactive; . = no result given; + = active, no number; [ ] = another dose, or the depositor's remark.

Values in the order: Myeloid diff MLP, Myeloid diff MLP GFP+ MAC1+ %, TNAP activators, PhoP inhibition, T cell modulator, T cell modulator vesicle-bound %, NTR1 agonist, NTR1 agonist cell count 20 µM, UTI89 phage lysis, RSV antiviral HEp-2, Large T inhibition, MgcRacGAP inhibition
- COc1ccc2c(c1)c([C@@H]1[C@H](C)[C@H]3CCCC[C@H]3CN1S(=O)(=O)c1ccc(C)cc1)cn2C
  i, 0.2, ., ., ., ., -0.6, 54, 0.1%, ., ., 0%
- CCOC(=O)c1cnc2c(Cl)cccc2c1NCCN(C)C
  i, 0.0, 1.1, 6%, i, 35, 0.5, 68, 7.1%, -0.2%, 0%, 6%
- O=C(Cc1ccc(-c2ccccc2)cc1)NCCN1CCOCC1
  i, 1.8, 1.1, 0%, i, 30, -0.4, 49, 4.0%, 1.3%, 15%, 10%
- COc1ccc(NC(=O)CN2CCN(CC(=O)Nc3ccc(F)cc3)CC2)cc1Cl
  i, 0.4, ., 3%, i, 20, -1.6, 47, 0.2%, 4.7%, 22%, 7%
- O=C(Nc1ccc(N2CCOCC2)cc1)Nc1ccc(Cl)c(Cl)c1
  i, 0.2, 1.1, -1%, i, 57, 8.9, 80, 1.2%, 0.4%, 8%, 9%
- Cc1cccn2c(=O)nc(SCC(=O)NCc3ccccc3)nc12
  i, 0.8, ., 0%, i, 49, 1.5, 68, 1.1%[50 µM], -0.1%, 19%, -2%
- CCOCCCNC(=O)/C(C#N)=C/c1ccc(C)o1
  i, 0.0, 1.1, -3%, i, 22, 3.0, 32, 0.1%, 0.0%, 13%, -11%
- COc1ccc(NC(=O)C2CCN(C(=O)C3CC(=O)N(c4ccc(C)cc4)C3)CC2)cc1 (centres undefined)
  i, 0.7, ., ., ., ., -0.1, 60, -0.2%, ., ., 5%
- CC1(C)CC2CC(C)(CN2C(=O)NC(=O)c2ccccc2)C1 (centres undefined)
  i, 0.4, 1.2, 11%, i, 49, -0.9, 79, 0.1%, 0.9%, 0%, 4%
- CCCCC(=O)NC1=NC(=O)C(C)(C)S1
  i, 7.0, 1.1, -4%, i, 34, -1.0, 68, -0.2%, 0.9%, 1%, 7%
- CCn1nc(C)cc1-c1n[nH]c(=S)n1N
  i, 1.9, 1, 0%, i, 53, 0.2, 50, -0.2%, 1.9%, 19%, 9%
- COc1cccc(Cn2cc(/C=N/NC(=O)c3cc(O)cc(O)c3)c3ccccc32)c1
  i, 1.4, ., -3%, i, 62, 2.9, 62, -0.2%, 12%, 4%, 10%
- COCCN1C(=O)N[C@@H](c2ccccc2)C(C(C)=O)=C1C
  ., ., 1.1, -5%, i, 28, 0.1, 93, ., -0.3%, 5%, .
- O=C(CCCOc1ccccc1)Nc1ccc(Cl)c(S(=O)(=O)N2CCOCC2)c1
  i, 1.0, ., ., i, 55, 1.3, 64, -3.0%, ., ., 3%
- COC(=O)[C@H](Cc1ccccc1)NC(=O)N1Cc2ccccc2C[C@H]1C(=O)OC
  i, 0.4, ., ., i, 23, -1.1, 84, -0.1%, -0.5%, 15%, -8%
- CC(C)Sc1nc2ccccc2n2cnnc12
  i, 0.6, ., -6%, i, 39, 1.6, 63, -0.2%, 2.5%, 7%, 2%
- CCN(C(=O)COc1ccccc1[N+](=O)[O-])C1CCS(=O)(=O)C1 (centres undefined)
  i, 0.3, 1.1, 0%, i, 61, 1.4, 39, 1.0%[50 µM], 0.9%, 4%, 6%
- CCN1C[C@@H]2[C@@H]3C(=O)N(C)C(=O)[C@@H]3[C@](CC)(C1=O)N2C(=O)c1ccc(C(C)(C)C)cc1
  i, 5.5, ., ., i, 12, -1.4, 66, 0.1%, ., ., 9%
- O=C(Nc1ccccc1Br)C1CC(=O)N(c2ccc3c(c2)OCCO3)C1 (centres undefined)
  i, 2.0, ., -1%, i, 54, 0.5, 50, 0.7%[50 µM], 2.1%, 5%, 10%
- Cc1cc(=O)[nH]c2c1cnn2C(C)c1ccccc1 (centres undefined)
  i, 0.7, ., 3%, i, 36, 1.3, 55, 0.1%, -1.3%, 2%, 5%
- COc1cc(C)c(Cl)cc1S(=O)(=O)NCC1CCCO1 (centres undefined)
  i, 0.2, 1.1, 1%, i, 2, 0.4, 59, 0.9%, -0.2%, 3%, 8%
- O=C(NC1CCCC1)C(c1ccc(F)cc1)N(C(=O)Cc1cccs1)c1ccc2c(c1)OCCO2 (centres undefined)
  i, 4.9, 1, 0%, i, 39, 0.6, 49, 0.3%, -0.3%, 3%, 6%
- O=C(CSc1nnc2ncccn12)N1CCCCCC1
  i, 0.5, 1.1, -2%, i, 51, -0.4, 61, 6.3%, 0.6%, -4%, 3%
- CC(CNC(=O)Cn1cnc2c(NCc3ccccc3)ncnc21)c1ccccc1 (centres undefined)
  i, 0.6, ., ., ., ., 1.7, 54, 0.2%, ., ., 7%
- Nc1nn(S(=O)(=O)c2ccccc2)cc1-c1ccc([N+](=O)[O-])cc1
  i, 0.8, 1, -8%, i, 51, 1.8, 72, 9.3%, 20%, 12%, 14%
- CCOC(=O)c1cccc(NC(=O)CN(c2ccc(C)cc2)S(=O)(=O)c2c(C)noc2C)c1
  i, 1.8, 1.1, 4%, i, 18, 2.6, 53, 4.2%, 0.7%, 4%, 0%
- Cc1ccc(-c2nn(CCC(=O)O)cc2/C=C\C(=O)c2ccc(Br)cc2)cc1
  i, 0.4, 1, 0%, i, 38, 1.0, 44, -0.8%, 2.4%, 17%, -10%
- COc1ccc(C2CC(C(F)(F)F)n3nc(C(=O)O)c(Cl)c3N2)cc1OC (centres undefined)
  i, 2.2, 1.1, 9%, i, 54, -2.1, 46, -0.5%[50 µM], 1.7%, 4%, 10%
- O=C(Nc1ccc2c(c1)OCCO2)N1CCN(c2ccc(F)cc2)CC1
  i, 1.7, 1.1, 6%, i, 33, -1.6, 92, -4.7%, 17%, 4%, 9%
- O=C(Nc1cccc(C(=O)O)c1)/C(=C\C=C\c1ccccc1)NC(=O)c1ccccc1
  i, 0.6, 1, -5%, i, 54, 0.7, 59, 1.2%, -1.4%, 5%, 7%
- COc1ccc(/C=N/NC(=O)CNC(=O)/C=C/c2ccccc2OC)cc1
  +, 1.0*, ., -4%, i, 22, 0.4, 45, 1.0%, 0.6%, 6%, 7%
- CCCn1nnnc1SCC(=O)N1CCCC1
  i, 0.4, 1, -4%, i, 27, -2.8, 86, 0.0%, 0.8%, -6%, 7%
- C=CCC[C@@H](Cc1ccc(F)cc1)C(=O)OC[C@@H](Cc1c[nH]c2ccccc12)NC(=O)[C@H](CC=C)CC(=O)NCCO
  i, 3.2, ., ., i, 18, 3.5, 65, 3.6%, ., ., 10%
- CCOc1cc(NC(=O)c2ccccn2)c(OCC)cc1NC(=O)c1cccc(C)c1
  i, 1.2, 1.1, 3%, i, 57, 0.8, 99, 0.2%, 1.2%, -1%, 4%
- CC(C)N1CCN(c2ccc(OC[C@H]3CO[C@](Cn4cncn4)(c4ccc(Cl)cc4Cl)O3)cc2)CC1
  i, 2.4, ., 5%, i, 28, 1.2, 69, 2.3%, 2.5%, 9%, 6%
- CC1(C)Cc2c(sc(NC(=O)c3ccccc3)c2C(=O)O)CO1
  i, 0.1, 1.1, -1%, i, 47, -0.4, 52, 0.9%, 2.3%, 15%, 3%
- Cc1ccc(S(=O)(=O)N2CCN=C2c2ccccc2)cc1C
  i, 0.5, 1, 1%, i, 48, -4.4, 82, 2.1%, 4.4%, -5%, 9%
- Cc1cccc(C(=O)NNC(=O)c2cccc([N+](=O)[O-])c2)c1
  i, 0.1, 1.1, -4%, i, 42, -0.8, 49, 1.1%, 2.5%, 4%, 1%
- C/C(CC(=O)Nc1ccc2c(c1)OCCO2)=N\NC(=O)c1ccc([N+](=O)[O-])cc1Cl
  i, 1.3, ., -7%, i, 51, -1.1, 36, 0.2%, 0.9%, 3%, 9%
- CC(C)CNS(=O)(=O)c1ccc(NC(=O)Cn2nc(-c3ccc(F)cc3)ccc2=O)cc1
  i, 2.9, 1.1, 24%, i, 9, 0.6, 60, 0.5%[50 µM], 7.3%, -57%, 6%
- O=C(O)c1cccc(NC(=O)C23CC4CC(C2)CC(n2cnc(Cl)n2)(C4)C3)c1
  i, 1.1, 1.2, -7%, i, 53, -0.1, 32, 0.5%, -0.1%, 12%, 13%
- NC(=O)CC(NC(=O)Cc1cccc2ccccc12)c1ccc(NCc2cc(F)ccc2F)c([N+](=O)[O-])c1 (centres undefined)
  i, 1.1, ., 13%, i, 24, 7.1, 47, -1.5%, -1.9%, 9%, 10%
- COc1ccc(NC(=O)C(c2ccccc2)N(C)C(=O)c2cnccn2)cc1 (centres undefined)
  i, 0.6, 1.1, -5%, i, 42, -1.0, 56, 0.6%, 2.7%, -1%, 7%
- O=C(CCN1C(=O)[C@@H]2Cc3ccccc3CN2C1=O)NCc1ccccc1Cl
  i, 0.0, ., -3%, i, 7, 0.0, 49, 0.5%, 1.4%, 17%, 14%
- C=CCOC(=O)C1=C[C@H](c2coc3ccccc3c2=O)[C@@H](CCCO)[C@H](OCC)O1
  i, 0.6, 1.1, -6%, i, 50, 0.4, 63, -0.3%, 0.2%, -1%, 2%
- CCn1c(SCC(=O)NCc2ccc3c(c2)OCO3)nnc1-c1ccco1
  i, 0.5, ., 6%, i, 50, 0.9, 48, 0.0%, 0.1%, 7%, 3%

Single records (already shown). Values in the order: Myeloid diff MLP | Myeloid diff MLP GFP+ MAC1+ % | TNAP activators | PhoP inhibition | T cell modulator | T cell modulator vesicle-bound % | NTR1 agonist | NTR1 agonist cell count 20 µM | UTI89 phage lysis | RSV antiviral HEp-2 | Large T inhibition | MgcRacGAP inhibition
Shown for C=CCOC(=O)C1=C[C@H](c2coc3ccccc3c2=O)[C@@H](CCCO)[C@H](OCC)O1 → i | 0.6 | 1.1 | -6% | i | 50 | 0.4 | 63 | -0.3% | 0.2% | -1% | 2%
Shown for COc1ccc(NC(=O)C(c2ccccc2)N(C)C(=O)c2cnccn2)cc1 (centres undefined) → i | 0.6 | 1.1 | -5% | i | 42 | -1.0 | 56 | 0.6% | 2.7% | -1% | 7%
